# GLP-1R agonist: qHTS of GLP-1 Receptor Agonists. Glucagon-like peptide 1 receptor (Homo sapiens), P43220. HEK293 GLP-1R CRE-luciferase, luminescence, 4-6 h; cells express a hypersensitive GLP-1R form. Potency, µM (doses to about 45.6 µM), without a hit: at the top dose activation, most hits filed as activators. actives 0.007% (n = 380,000). AID 624172, 2012; note: potency is the fitted concentration of half-maximal effect; % of control where 0% means no effect
# Target sequence (P43220 whole entry, looked up): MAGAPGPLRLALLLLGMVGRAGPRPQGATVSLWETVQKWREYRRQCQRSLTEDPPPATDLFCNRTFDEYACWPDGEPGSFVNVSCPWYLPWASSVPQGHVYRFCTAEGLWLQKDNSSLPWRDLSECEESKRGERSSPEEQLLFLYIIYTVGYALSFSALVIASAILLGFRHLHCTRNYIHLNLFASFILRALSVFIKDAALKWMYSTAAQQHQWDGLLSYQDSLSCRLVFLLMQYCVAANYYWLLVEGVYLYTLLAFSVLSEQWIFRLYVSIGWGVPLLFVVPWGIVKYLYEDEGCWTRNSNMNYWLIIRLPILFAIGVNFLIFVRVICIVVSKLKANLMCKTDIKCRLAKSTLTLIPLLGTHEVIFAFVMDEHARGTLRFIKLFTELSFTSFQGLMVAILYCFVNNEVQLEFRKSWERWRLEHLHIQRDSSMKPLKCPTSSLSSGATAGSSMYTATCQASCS
# PI5P4Ka inh: qHTS for Inhibitors of phosphatidylinositol 5-phosphate 4-kinase (PI5P4K). actives 1.2% (n = 330,000). PI5P4Kalpha enzyme, ADP-Glo luminescence, 60 min; stronger effect = lower value. max response, %. AID 652105, 2013; active = max response of -50% or lower; inconclusive = between -30% and -50%; inactive = -30% or higher; note: value at the top dose of about 77 µM; % is set by controls: 0 for no effect and ±100 for the full control effect
#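 ADP-Glo luminescence end-point after a 60 min room-temperature kinase reaction. PI5P4Kalpha and substrate in HEPES pH 7.4 buffer with EGTA, 0.1% CHAPS and 5% DMSO; ATP at 5 microM final.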
# EPAC1 antagonist: qHTS for Antagonist of cAMP-regulated guanine nucleotide exchange factor 3 (EPAC1): primary screen. Rap guanine nucleotide exchange factor 3 (Homo sapiens), O95398. EPAC1 GEF assay, Rap1b-BODIPY-GDP exchange fluorescence. Potency, µM (titrated, usually from 115 µM), inactives show top-dose activity change, negative = inhibition, most hits filed as inhibitors. actives 0.14% (n = 360,000). AID 720709, 2013;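 note: potency is the fitted concentration of half-maximal effect; plate controls were vehicle for no effect and positive control for full effect; nearly all actives have a fitted effect of over 50% in size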
# GLP1R inv ag: qHTS of GLP-1 Receptor Inverse Agonists (Inhibition Mode); Glucagon-like peptide 1 receptor (Homo sapiens), P43220; Potency, µM (top dose mostly 38.3 µM), for inactives: top-dose activity change, negative = inhibition, most hits filed as inhibitors; actives 1.6% (n = 410,000); HEK293 GLP-1R CRE-luciferase, luminescence, 24 h; GLP-1R form is constitutively active; AID 624417, 2012; note: potency is the fitted concentration of half-maximal effect; % is set by controls: 0 for no effect and ±100 for the full control effect; nearly all actives have a fitted effect of over 55% in size
#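 GLP-1R inverse agonism mode: basal reporter luminescence in engineered HEK293 cells measured after one day of compound exposure at 37 deg C, with a 12 min room-temperature detection step.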
# IL2 activator: qHTS of IL-2 Activators; IL-2 activation reporter assay, cell-based qHTS; stimulated with anti-CD3/CD4/CD28 beads; in transgenic mouse T cells; activation, % (series mostly up to about 46 µM); actives 0.065% (n = 360,000); in the data active = activation above about 50%; inconclusive = mostly about 30% to 49%; note: 0% is about no effect
#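 EGFP and DsRed fluorescence is measured by plate cytometry in unstimulated transgenic mouse T cells exposed to compound for 60 minutes, then stimulated 18 hours at 37 degrees C with anti-CD3/anti-CD4 beads plus anti-CD28.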
# PLK1 PBD inh: qHTS for Inhibitors of PLK1-PDB (polo-like kinase 1 - polo-box domain): Primary Screen | Plk1 PBD binding of FITC phosphopeptide, fluorescence polarization | Potency, µM, without a hit: max response, negative = inhibition, most hits filed as inhibitors | actives 2.8% (n = 360,000) | AID 720504, 2013; note: potency is the fitted concentration of half-maximal effect; series mostly up to about 57 µM; % is set by controls: 0 for no effect and ±100 for the full control effect; nearly all actives have a fitted effect of over 65% in size
# PTHR1 ag: qHTS for PTHR1 Agonists: Primary Screen | Parathyroid hormone/parathyroid hormone-related peptide receptor (Homo sapiens), Q03431 | HEK293 GP2 PTHR1 cells, GloSensor cAMP luminescence, 1 h | Potency, µM (highest dose often 115 µM), for the others: top-dose activation, hits mostly activators | actives 0.075% (n = 410,000) | AID 743266, 2014; note: potency is the fitted concentration of half-maximal effect; nearly all actives have a fitted effect of over 55% in size; some results filed as inactive show a strong effect at the top dose; inactives centre near -15; many of its hits are not listed in these tables
# Target sequence (Q03431 whole entry, looked up): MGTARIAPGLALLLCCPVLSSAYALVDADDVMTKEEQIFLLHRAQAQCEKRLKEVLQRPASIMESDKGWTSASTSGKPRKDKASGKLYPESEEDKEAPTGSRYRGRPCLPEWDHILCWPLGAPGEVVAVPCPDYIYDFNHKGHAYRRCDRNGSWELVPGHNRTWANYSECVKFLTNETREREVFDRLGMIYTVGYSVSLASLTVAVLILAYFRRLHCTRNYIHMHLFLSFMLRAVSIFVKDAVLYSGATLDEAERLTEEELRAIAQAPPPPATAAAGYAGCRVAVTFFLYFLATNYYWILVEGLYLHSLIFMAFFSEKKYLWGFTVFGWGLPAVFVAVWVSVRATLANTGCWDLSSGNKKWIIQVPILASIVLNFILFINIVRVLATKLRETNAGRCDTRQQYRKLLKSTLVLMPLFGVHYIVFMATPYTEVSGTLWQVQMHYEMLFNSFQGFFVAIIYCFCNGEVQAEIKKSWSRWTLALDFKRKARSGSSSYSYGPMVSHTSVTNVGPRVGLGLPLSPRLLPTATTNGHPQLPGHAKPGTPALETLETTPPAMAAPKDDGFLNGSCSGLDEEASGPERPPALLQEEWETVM
#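 HEK-293-derived GP2 cells expressing PTHR1 and a GloSensor cAMP reporter, 3,000/well, plated overnight, given luciferin plus IBMX (each 0.5 mM as added) for 1 h at 37 °C, then compound for 1 h at 37 °C. Luminescence was read after 15 min at room temperature.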
# EPAC1 ag: qHTS for Agonist of cAMP-regulated guanine nucleotide exchange factor 3 (EPAC1): primary screen; Rap guanine nucleotide exchange factor 3 (Homo sapiens), O95398; EPAC1 agonist qHTS, biochemical assay; response scale: 100% = response to 6.5 mM cAMP; Potency, µM (titrated, usually from 154 µM), without a hit: at the top dose activation, actives largely listed as activators; actives 0.073% (n = 360,000); AID 720707, 2013; note: potency is the fitted concentration of half-maximal effect; nearly all actives have a fitted effect of over 60% in size
#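 EPAC1 100 nM, Rap1B–BODIPY-GDP 250 nM, unlabeled GDP 50 uM; compound titration; 5 min RT; kinetic read ex480/em540 at 5-min intervals ×30 min; data normalized to 6.5 mM cAMP agonist control.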
# GLP1R cytotox: qHTS of GLP-1 Receptor Inverse Agonists: Cytotox Screen | HEK293 cAMP-luciferase reporter cells, luminescence, 24 h | Potency, µM (doses to about 38.3 µM), inactives show at the top dose activity change, negative = inhibition, hits mostly inhibitors | actives 0.13% (n = 410,000) | AID 624418, 2012;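 note: loss of luciferase light is scored as toxicity; potency is the fitted concentration of half-maximal effect; % is set by controls: 0 for no effect and ±100 for the full control effect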
#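 1536-well qHTS counterscreen of the MLSMR; 200 cells/uL, 12 h pre-incubation, 23 nL cpd, 24 h at 37 deg C 5% CO2, luciferase detection reagent, 12 min RT, luminescence. Inhibition = undesired.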
# * hit, by the source's call; i = inactive; u = inconclusive; x = not tested or not shown; & = joins results of further samples; [ ] = remark or other dose. Unless noted, calls come from the whole dose curve; as a rule, active = well fitted curve in the direction sought with a large enough effect; inconclusive = small, poorly fitted or top-dose-only effect, or another doubt; inactive = no such curve, though single readings can be large; an effect the other way counts as inactive or inconclusive.
SMILES,GLP-1R agonist,PI5P4Ka inh,EPAC1 antagonist,GLP1R inv ag,IL2 activator,PLK1 PBD inh,PTHR1 ag,EPAC1 ag,GLP1R cytotox
C/C(=N\NC(=O)CSc1nc2ccccc2[nH]1)c1ccncc1,9%,3,-14%,3%,-0.6,-20%,i,9%,-9%
CCCC(=O)Nc1ccccc1-c1nnn(CC(=O)Nc2ccc(OCC)cc2)n1,-1%,2,2%,u,-3.9,1%,-33%[inhibitor],-9%,-22%
O=C(c1ccc(N2C(=O)C3CC=C(Cl)CC3C2=O)cc1)N1CCCCC1 (stereo not drawn),5%,8,-4%,8%,0.7,-1%,i,2%,6%
Cn1nccc1C(=O)N1CCc2c([nH]c3ccccc23)C1c1ccc(F)cc1 (stereo not drawn),8%,-1,-10%,u,0.3,-15%,i,17%,-7%
Brc1cc2c(cc1C1OCCCO1)OCO2,5%,0,-7%,-13%,-1.0,-2%,-24%,0%,3%
COCc1cc(C)nc2c1C(=O)NC(c1ccc(NC(C)=O)cc1)N2Cc1ccccc1 (stereo not drawn),22%,x,x,-3%,x,x,-6%,x,0%
Cc1cc(C)c(S(=O)(=O)N2CCN(C(=O)c3c(C)noc3C)CC2)c(C)c1,9%,-1,-23%,-6%,0.4,-1%,i,11%,7%
COc1ccc2c(CNC3CCCCCC3)c(C(=O)O)n(Cc3ccc(C)cc3)c2c1,-6%,x,x,-13%,x,x,-19%,x,-19%
Cc1c(C(=O)O)sc2nc3n(c(=O)c12)CCC(C)CC3 (stereo not drawn),-3%,x,8%,1%,-1.0,-2%,-5%[57.5 µM],-1%,-14%
Cc1noc(C)c1COc1ccc(C(=O)NCc2ccccn2)cc1,1%,-1,-17%,13%,-1.3,0%,i,7%,-2%
NC(N)=NNC(=O)c1ccccc1Cl,-1%,2,-2%,7%,0.5,-6%,i,-15%,-2%
CCCNC(=O)CN(c1ccc(F)cc1)S(=O)(=O)c1ccc2c(c1)OCCO2,-2%,x,0%,7%,-0.9,-8%,i,6%,10%
CCN(CC(=O)Nc1ccccc1OC)C(=O)CSCC(=O)Nc1cccc(C)c1,6%,3,6%,-20%,-2.1,1%,-1%,1%,-10%
O=C(Nc1ccc(F)cc1)C(=O)c1c(O)[nH]c2ccc([N+](=O)[O-])cc12,-4%,-3,-21%,14%,-0.3,u,-11%,8%,-17%
Cc1ccc(C(=O)C(OC(=O)c2cnccn2)c2ccccc2)cc1C (stereo not drawn),-1%,-3,-22%,-14%,0.5,-15%,-9%,6%,-1%
CC(Sc1nccn1C)C(=O)c1c(N)n(C)c(=O)n(C)c1=O (stereo not drawn),-7%,-1,10%,14%,-4.4,-8%,-21%,0%,0%
O=C(Nc1c[nH]c(=O)[nH]c1=O)c1cc([N+](=O)[O-])cc([N+](=O)[O-])c1,-1%,0,21%,3%,0.3,-13%,-21%,-9%,1%
COc1ccc(N=C(N)SCc2ccccn2)cc1,-2%,-7,-26%,u,-4.0,-12%,i,-6%,u
COC(=O)[C@H](Cc1ccccc1)NC(=O)N1CCN(c2ccc(F)cc2)CC1,4%,0,-4%,8%,-0.6,-9%,-6%,11%,-12%
CCC/C=C1/CCCOC(C(=O)NCc2ccc(S(C)(=O)=O)cc2)(C(F)(F)F)C1 (stereo not drawn),6%,-4,-26%,0%,-0.1,2%,i,-21%,6%
CC(C)NC(=O)Nc1cccs1,-1%,3,11%,3%,-0.1,-3%,i,-2%,-5%
COC(C/C=C\[C@@H](O)COCc1ccccc1)OC,-2%,-2,-4%,8%,0.3,-17%,12%,-7%,-5%
Cn1c(N)c(Sc2ccc([N+](=O)[O-])cc2)c(=O)n(C)c1=O,0%,1,6%,4%,1.0,-2%,i,0%,-2%
COc1cc(/C=C/C(=O)OCC(=O)NCC2CCCO2)ccc1OCC#N (stereo not drawn),22%,0,7%,55%[activator],-2.7,-6%,i,-2%,7%
O=C(Nc1ccc(C(=O)O)cc1)/C(=C\c1ccco1)NC(=O)c1ccc(Br)o1,1%,-12,14%,2%,-6.3,30µM*,-22%,-7%,7%

# 5 entries from above in a different format.
Molecule | GLP-1R agonist | PI5P4Ka inh | EPAC1 antagonist | GLP1R inv ag | IL2 activator | PLK1 PBD inh | PTHR1 ag | EPAC1 ag | GLP1R cytotox
O=C(c1ccc(N2C(=O)C3CC=C(Cl)CC3C2=O)cc1)N1CCCCC1 (stereo not drawn) | 5% | 8 | -4% | 8% | 0.7 | -1% | i | 2% | 6%
Cn1nccc1C(=O)N1CCc2c([nH]c3ccccc23)C1c1ccc(F)cc1 (stereo not drawn) | 8% | -1 | -10% | u | 0.3 | -15% | i | 17% | -7%
Brc1cc2c(cc1C1OCCCO1)OCO2 | 5% | 0 | -7% | -13% | -1.0 | -2% | -24% | 0% | 3%
COCc1cc(C)nc2c1C(=O)NC(c1ccc(NC(C)=O)cc1)N2Cc1ccccc1 (stereo not drawn) | 22% | x | x | -3% | x | x | -6% | x | 0%
Cc1cc(C)c(S(=O)(=O)N2CCN(C(=O)c3c(C)noc3C)CC2)c(C)c1 | 9% | -1 | -23% | -6% | 0.4 | -1% | i | 11% | 7%

# (next part)
SMILES,GLP-1R agonist,PI5P4Ka inh,EPAC1 antagonist,GLP1R inv ag,IL2 activator,PLK1 PBD inh,PTHR1 ag,EPAC1 ag,GLP1R cytotox
O=C(CNS(=O)(=O)c1ccc(Br)cc1)NC1CCCC1,-12%,2,4%,8%,-1.7,-2%,i,-9%,1%
Cc1c(-c2nc(-c3ccc(C(F)(F)F)cc3)no2)n(C)oc1=O,17%,1,1%,26%,-1.4,-3%,-11%,-2%,2%
CC(=O)C1=C(C)NC(SCC(=O)c2ccc(F)cc2)=C(C#N)C1c1ccco1 (stereo not drawn),2%,x,-7%,27%,-0.3,-9%,-29%,10%,6%
CCOC(=O)C1=C(C)Nc2ncnn2C1c1c[nH]c2ccccc12 (stereo not drawn),-3%,x,5%,3%,-0.5,1%,i,5%,-1%
COc1ccc(-n2nnnc2C(c2cc3ccccc3o2)N2CCN(C/C=C/c3ccccc3)CC2)cc1 (stereo not drawn),-2%,-6,-8%,u,-0.9,1%,-12%,-3%,0%
Nn1c(SCCOc2ccc(Cl)cc2)nnc1-c1cccnc1,1%,-5,0%,3%[0.307 µM],0.5,-15%,i,9%,6%[0.307 µM]
CC(C)C[C@H]1CN(CCCC[C@@H]2CNC(=O)C(=O)N2Cc2ccccc2)C(=O)C(=O)N1CCc1ccc(O)cc1,8%,0,-12%,15%,-0.3,5%,4%,0%,7%
CC(C)[C@H](CO)Nc1nc(NCc2ccc(S(N)(=O)=O)cc2)c2ncn(C(C)C)c2n1,0%,0,5%,u,-0.5,-6%,-11%,-3%,0%
CN1/C(=C/C(=O)c2ccc(Cl)cc2)Sc2cc3c(cc21)OCO3,-5%,3,13%,26%,2.9,-10%,i,-2%,64%[activator]
COc1ccccc1NC(=O)N(c1c(N)n(Cc2ccccc2)c(=O)[nH]c1=O)C1CCCC1,-10%,x,-18%,5%,-0.8,-4%,-20%,20%,-7%
O=C(CN1C(=O)NC2(CCCC2)C1=O)NCCc1ccc(Cl)cc1Cl,-1%,-1,7%,-1%,0.2,-1%,-29%,3%,-10%
Cc1cccc(N2CCN(CC(O)COc3ccc(Cl)cc3)CC2)c1 (stereo not drawn),-4%,-3,-26%,-17%,-1.5,-21%,-54%[inhibitor],2%,24%
COc1ccc(NC(=O)CC2C(=O)N(Cc3ccco3)C(=S)N2C(C)C)cc1 (stereo not drawn),-3%,6,-18%,10µM*,-0.1,-5%,-37%[inhibitor],-9%,-10%
Cc1ccc(C(=O)NNC(=O)C2CCN(S(=O)(=O)c3ccc(Cl)cc3)CC2)cc1,-20%,-6,-6%,11%,-0.1,2%,i,0%,1%
CCOc1ccc(NC(=O)CN(C)S(=O)(=O)c2cnc[nH]2)cc1,0%,-5,12%,3%&5%,-2.9,-8%,i,-5%,-8%&1%
c1ccc2c(c1)OCC(c1nnc3n1-c1ccccc1SC3)O2 (stereo not drawn),-1%,2,3%,-25%,2.8,-2%,i,4%,-12%
N#Cc1ccc(C(=O)Nc2cc(S(=O)(=O)Nc3ccc(Cl)cc3)ccc2N2CCCCC2)cc1,0%,u,-7%,2%,-2.2,6µM*,i,8%,1%
COc1ccc(/C=C/C(=O)OCC(=O)Nc2ccc(Cl)cn2)cc1,-1%,-6,-15%,-10%,1.7,-12%,i,-6%,-6%
O=C1CCC(c2ccc3ccccc3c2)O1 (stereo not drawn),5%,-1,2%,20%,0.6,1%,i,0%,7%
COCCCN(CC(=O)Nc1ccc(F)cc1)S(=O)(=O)c1cccs1,14%,1,u,0%,1.5,-14%,-46%[inhibitor],3%,4%

# Source: PubChem

# This is a subset. The share of hits here may be higher or lower than overall.
